Cdc25B inh = inhibitors of human Cdc25B phosphatase. P30305. recombinant Cdc25B, OMFP fluorescence Ex485/Em525. 0.1% of 65,000 active. inhibition, %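 (compounds tested at 10 µM final in the well)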; in the data active = inhibition above about 50%
C1s inh = blocks human complement C1s protease activity. P09871. purified C1s, fluorogenic AMC substrate, pooled mixtures. 0.16% of 62,000 active. mean inhibition % of two 10-compound mixtures (hits give high values), % at 5 µM (by protocol). AID 538;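 active = inhibition above 20% in each of the two 10-compound mixture wells holding the compound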;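 note: 0% = enzyme wells lacking compound mixture and 100% = no-enzyme blank wells; some compounds called inactive have numbers as strong as hits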
FXIIa inh mix = factor XIIa (human) inhibition, mixture screen. AID 684. 0.2% of 62,000 active. inhibition, % at 5 µM. purified FXIIa, fluorogenic substrate, pooled mixtures. P00748;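 note: 0% = enzyme without compound and 100% = no enzyme blank; some results filed as inactive read as strong as hits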
CatL inh = blocks human cathepsin L protease activity; P07711; purified cathepsin L, fluorogenic substrate, fluorescence; inhibition, %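 (tested at 10 µM)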; 0.17% of 58,000 active; AID 460; in the data active = inhibition above about 45%;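 note: 0% = enzyme with no compound and 100% = no enzyme blank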
Hsp90 inh = displaces geldanamycin probe from tumor Hsp90; 0.35% of 64,000 active; inhibition, % at 30 µM; P07900; NCI-N417 lysate Hsp90, Cy3B-geldanamycin FP displacement;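 active = inhibition above 50%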;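 note: 0% = tracer plus lysate wells and 100% = tracer alone without lysate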
HTR1A agonist = 5-HT1a (human) receptor agonism | P08908 | activation, % at 10 µM | 0.56% of 65,000 active | CHO 5-HT1a Ga15 NFAT-bla reporter, FRET ratio; 0% basal, 100% maximal reference agonist;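 active = activation above the screen-wide mean activation plus 3 SD, cut at about 19% in these data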;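 note: 0% = DMSO wells and 100% = 5-CT at EC100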
Target sequence (P08908 whole entry, looked up): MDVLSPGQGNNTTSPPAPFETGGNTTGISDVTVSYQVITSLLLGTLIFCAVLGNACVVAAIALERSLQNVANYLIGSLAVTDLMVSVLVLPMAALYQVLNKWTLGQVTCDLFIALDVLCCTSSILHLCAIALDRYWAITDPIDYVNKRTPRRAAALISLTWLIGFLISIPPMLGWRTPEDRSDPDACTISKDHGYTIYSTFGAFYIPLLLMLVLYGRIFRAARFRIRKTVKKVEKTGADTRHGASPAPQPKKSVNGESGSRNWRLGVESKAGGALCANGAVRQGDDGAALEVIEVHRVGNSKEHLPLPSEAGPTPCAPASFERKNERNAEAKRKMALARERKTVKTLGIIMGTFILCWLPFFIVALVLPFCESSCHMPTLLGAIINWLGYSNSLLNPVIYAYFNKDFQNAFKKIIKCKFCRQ
Cathepsin G inh = inhibitors of human cathepsin G. P08311. purified enzyme, AMC-tetrapeptide fluorescence, pooled mixtures. inhibition, % at 5 µM (by protocol). 0.2% of 62,000 active;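 active = inhibition above 20% in each of the two mixture wells holding the compound; inactive = inhibition of 20% or less in either well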;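 note: 0% = enzyme control without mixture and 100% = blank lacking enzyme; strong numbers were not always called active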
Target sequence (P08311 21-244 limits assumed): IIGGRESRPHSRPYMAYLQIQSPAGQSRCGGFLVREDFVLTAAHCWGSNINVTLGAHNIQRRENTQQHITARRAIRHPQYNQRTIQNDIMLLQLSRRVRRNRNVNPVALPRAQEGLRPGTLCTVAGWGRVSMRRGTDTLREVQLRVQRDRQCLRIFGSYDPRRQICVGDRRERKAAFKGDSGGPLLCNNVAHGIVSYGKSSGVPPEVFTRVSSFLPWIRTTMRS
FXIa inh mix = factor XIa (human) inhibition, mixture screen. 0.19% of 62,000 active. purified FXIa, fluorogenic substrate, pooled mixtures. P03951. AID 680. inhibition, % at 5 µM;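 note: each value is inhibition by a whole ten-compound pool holding the compound; 0% = enzyme with no mixture and 100% = wells lacking enzyme; strong numbers were not always called active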
DUSP1 inh = blocks human MKP-1 phosphatase activity. inhibition, %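 (compounds tested at a single concentration somewhere between 10 and 100 µM)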. P28562. 0.15% of 65,000 active. recombinant MKP-1, OMFP hydrolysis fluorescence;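 active = inhibition above about 50%, limit read from the data; inconclusive = inhibition over screen mean plus 3 SD, below that limit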;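 note: 0% = DMSO max control wells and 100% = wells with enzyme stopped by NaOH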
Target sequence (P28562 whole entry, looked up): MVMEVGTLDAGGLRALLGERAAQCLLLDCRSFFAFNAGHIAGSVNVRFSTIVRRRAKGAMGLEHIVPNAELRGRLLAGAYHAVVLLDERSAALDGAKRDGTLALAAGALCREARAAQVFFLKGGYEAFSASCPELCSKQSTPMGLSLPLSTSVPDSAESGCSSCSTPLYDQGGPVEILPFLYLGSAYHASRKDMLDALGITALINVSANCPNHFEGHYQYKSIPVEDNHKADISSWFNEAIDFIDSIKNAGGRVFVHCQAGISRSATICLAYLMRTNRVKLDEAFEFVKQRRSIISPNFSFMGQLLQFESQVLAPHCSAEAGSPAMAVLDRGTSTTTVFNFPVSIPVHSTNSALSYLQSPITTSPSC
The depositor's hits bear a star; ? = inconclusive; nt = no result given. Cut-off read from the data, not from the text of the source, unless noted: active = inhibition above about 20% (passing the limit was not always enough); inactive = the rest.

Below each SMILES: Cathepsin G inh	C1s inh	Hsp90 inh	HTR1A agonist	FXIIa inh mix	CatL inh	DUSP1 inh	FXIa inh mix	Cdc25B inh
> COc1ccc(-n2c(Cc3cccn3C)nnc2SCC(=O)Nc2cccc(Cl)c2)cc1
    -10.6	-29.9	-6.7	-3.3	10.9	4.5	11.5	3.8	-13.3
> O=C(Nc1ccccc1C(=O)N1CCOCC1)C1CCCO1 (configuration not stated)
    0.6	5.0	-6.8	-4.9	-5.0	-1.6	5.2	-3.2	-6.8
> COc1ccc(-c2nn(CC(=O)N(C)C)c(=O)c3ccccc23)cc1
    7.3	1.7	-2.9	0.2	7.9	3.0	-0.9	-2.3	-6.9
> CCOC(=O)c1ccc(OCc2nc(-c3cccs3)no2)cc1
    7.3	13.1	-5.5	-0.6	-1.1	-1.2	8.3	3.5	-16.8
> CCCc1cc(C(=O)N2CCN(S(=O)(=O)c3ccc(OC)c(OC)c3)CC2)cs1
    9.6	3.0	-8.2	-1.0	12.9	7.5	14.6	2.0	-21.5
> Cn1c(=O)[nH]c(=O)c2c1nc(N1CCCCC1)n2CCOc1ccccc1
    -1.6	3.3	-1.5	0.1	-18.7	-10.2	-9.4	2.1	-1.2
> Cc1cc2cc(CNS(=O)(=O)N(C)C)ccc2[nH]1
    -0.9	0.5	-2.3	-2.0	3.0	4.9	1.9	4.0	-3.3
> CCOc1ccc(NC(=O)CSc2nc3ccccc3c(=O)n2CCNC(C)=O)cc1
    2.8	-0.2	-3.5	-1.2	-3.4	6.2	3.8	-2.4	-3.7
> O=C(c1ccco1)N1CCN(C(=O)C2CCN(S(=O)(=O)c3cccc4nsnc34)CC2)CC1
    13.8	14.8	0.2	0.9	3.9	0.8	14.5	4.6	-11.2
> O=C(Nc1cnc2ccccc2c1)c1ccncc1
    4.1	-8.1	-3.2	2.9	-0.8	9.9	6.0	-3.5	-1.4
> COC(=O)c1sccc1NC(=O)c1c(C)cc(=O)oc1C
    nt	nt	-1.1	0.7	nt	-2.0	-19.6	nt	27.2
> COc1ccc(CCNC(=O)CSc2nnc(-c3ccccc3)o2)cc1OC
    7.8	-2.7	-1.4	-1.4	14.3	5.2	-22.0	0.8	-11.5
> CC1CCN(C(c2cc3cc4c(cc3[nH]c2=O)OCO4)c2nnnn2CC2CCCO2)CC1 (configuration not stated)
    -0.9	-16.3	-2.2	0.0	3.4	-24.6	18.9	4.5	3.5
> CC1CCN(c2ccc(NC(=O)c3cccnc3)cc2)CC1
    9.4	3.2	-6.3	-0.3	8.9	1.7	-2.3	7.9	-8.1
> COc1ccccc1OCCNC(=O)c1cccs1
    1.7	-21.0	-3.1	-4.2	6.0	3.4	2.2	-2.8	-11.3

Entries of single compounds, looked up by structure. Values in the order: Cathepsin G inh, C1s inh, Hsp90 inh, HTR1A agonist, FXIIa inh mix, CatL inh, DUSP1 inh, FXIa inh mix, Cdc25B inh
`O=C(Nc1cnc2ccccc2c1)c1ccncc1` is listed with 4.1, -8.1, -3.2, 2.9, -0.8, 9.9, 6.0, -3.5, -1.4
`Cc1cc2cc(CNS(=O)(=O)N(C)C)ccc2[nH]1` is listed with -0.9, 0.5, -2.3, -2.0, 3.0, 4.9, 1.9, 4.0, -3.3

Following part
Below each SMILES: Cathepsin G inh	C1s inh	Hsp90 inh	HTR1A agonist	FXIIa inh mix	CatL inh	DUSP1 inh	FXIa inh mix	Cdc25B inh
> CCOC(=O)N1CCN(S(=O)(=O)c2ccc(C(=O)Nc3nc4c(s3)CC(C)CC4)cc2)CC1 (configuration not stated)
    -1.4	-6.4	0.2	-3.8	6.7	-9.6	31.4	4.8	-8.6
> CCCCCCn1c(SCC(=O)Nc2cc(C)on2)nc2ccccc2c1=O
    10.5	14.7	-4.0	1.1	6.0	16.4	19.4	5.9	-1.1
> CCOc1cccc(-c2nnc3n2N=C(c2cc(OC)ccc2OC)CS3)c1
    2.3	-0.3	-3.0	0.6	4.2	3.0	22.9	7.2	-9.4
> O=C(c1nc(-c2ccccc2)n(-c2ccccc2)n1)N1CCN(S(=O)(=O)c2ccccc2)CC1
    0.9	2.5	-1.9	0.5	0.9	3.6	39.9	1.7	-15.3
> COC(=O)c1oc2ccc(Cl)cc2c1NC(C)=O
    0.5	-2.2	-5.8	-2.7	-21.4	1.5	5.4	11.6	6.6
> COc1ccc(-c2nnc(SCC(=O)c3cccs3)o2)c(OC)c1
    2.0	-4.9	-7.6	-0.4	0.2	6.3	-19.5	5.4	-8.3
> CCOc1ccccc1NC(=O)Cn1nnc(C(=O)Nc2ccccc2Cl)c1N
    -1.1	-32.9	-3.4	0.4	0.9	nt	2.8	3.8	7.3
> COc1ccc(-c2nc(C#N)c(NC(C)C)o2)cc1
    -1.4	-32.6	nt	-0.6	3.5	-13.5	2.5	-0.1	-8.6
> Cc1cc2nc(C(F)(F)F)[nH]c(=O)n2n1
    9.2	10.6	-0.2	-3.7	-1.3	7.8	-12.5	4.1	-15.1
> O=C(O)c1cccc(Cn2cc(Cl)cn2)c1
    10.6	10.6	-1.6	-3.1	2.3	-5.3	6.6	4.6	1.8
> Cc1ccc(C(=O)COC(=O)CCc2nc3ccccc3[nH]c2=O)cc1C
    1.0	-28.0	-2.8	-2.9	6.6	16.3	22.9	2.9	3.3
> Cc1[nH]c2ccccc2c1C(c1ccccn1)N1CCC(C(N)=O)CC1 (configuration not stated)
    7.4	1.3	-2.2	-4.7	5.2	2.6	4.2	1.5	-2.1
> Cc1ccc2occ(C(c3nnnn3Cc3ccccc3)N3CCOCC3)c(=O)c2c1 (configuration not stated)
    5.8	-9.2	-5.4	-1.1	0.2	13.9	26.6	-5.5	-5.2
> CCCCOc1nc2ccccc2nc1C(C#N)S(=O)(=O)c1ccccc1 (configuration not stated)
    4.0	0.6	0.6	-4.3	1.7	0.0	5.2	5.1	18.4
> N#Cc1c2c(c(NCc3ccco3)n3c1nc1ccccc13)CCC2
    4.2	-36.8	-1.1	-0.3	8.5	nt	19.2	0.1	-11.7
> O=C(Cn1nc(-c2ccc(Cl)cc2)ccc1=O)N1CCN(c2ccccc2)CC1
    -0.5	-16.3	-0.5	-0.6	3.2	8.8	8.9	10.9	-3.0
> CSc1ccc(C2NC(=O)c3c(sc4c3CCN(C)C4)N2)cc1 (configuration not stated)
    -0.4	-0.5	-5.4	3.2	5.2	16.2	4.8	5.4	-3.0
> Cc1cc(=O)[nH]c(SCCOc2ccc3c(c2)CCC3)n1
    9.8	13.0	-1.1	0.3	-0.3	5.0	5.9	6.6	-11.6
> Cc1ccc(-c2nc(NCCN3CCOCC3)c3ccccc3n2)cc1
    0.4	-10.3	-1.6	1.4	1.7	-5.0	4.0	3.6	-22.8
> CCOC(=O)N1CCN(C(=O)CSc2nc3c([nH]c4ccccc43)c(=O)n2C)CC1
    7.3	-7.3	0.7	1.1	34.7	nt	4.5	13.4	2.2
> Cc1nn(C(=O)N2CCCCC2)c(C)c1CN1C(=O)c2ccccc2C1=O
    0.8	7.5	2.2	-5.0	0.4	-11.1	1.4	-8.3	46.2
> CCOC(=O)N1CCN(C(=O)CCSc2ccccc2)CC1
    -0.3	5.4	nt	2.1	1.2	-6.4	-4.1	9.3	-10.5
> CCCn1nnc(NC(=O)C(C)Oc2ccc(Cl)cc2Cl)n1 (configuration not stated)
    -5.3	-46.6	-3.0	-0.5	5.2	nt	1.0	2.2	-5.8
> Cc1sc2ncn(CC(=O)OCC(=O)NC(C)(C)C)c(=O)c2c1C
    -10.7	-13.4	-5.9	0.4	15.9	7.9	11.7	0.9	-7.8
> CCOC(=O)C(C)n1cnc2c(nnn2Cc2ccc(C)cc2)c1=O (configuration not stated)
    -0.5	-17.7	-0.3	-0.8	5.8	1.0	-2.1	0.3	2.5
> COCCOC(=O)c1c(C)nc(SCC(=O)Nc2ccc(C)cc2)c(C#N)c1-c1ccco1
    nt	nt	-4.0	3.4	nt	-8.6	-18.0	nt	16.3
> O=C(O)c1ccc(NS(=O)(=O)c2cc(Cl)ccc2Cl)cc1
    0.7	-0.2	-1.7	1.5	17.6	-0.5	3.1	14.5	-4.2
> Cc1nn(C)c(C)c1S(=O)(=O)NC1CCCC1
    -1.4	-7.8	-2.7	-3.0	7.8	-2.7	13.0	5.0	-9.2
> CCOc1ccc(N2C(=O)CC(/C=C3/N(C)c4ccccc4C3(C)C)C2=O)cc1 (configuration not stated)
    -6.1	-9.9	-5.0	0.8	-2.4	0.1	-4.6	-2.9	-8.3
> CCOc1ccccc1-n1c(SCC(=O)N(CC)CC)nnc1-c1ccccn1
    11.3	13.3	1.6	-0.7	-0.1	4.7	24.8	3.5	4.3
> CCc1ccc(C2CC(c3ccccc3Cl)Nc3nc(N)nn32)cc1 (configuration not stated)
    8.2	1.7	0.4	-1.6	7.2	-0.2	20.0	22.1	4.1
> Cc1ccc(Oc2ccc(NC(=O)c3ccco3)cc2)cc1
    7.3	-2.3	-2.5	1.0	4.7	13.0	3.8	-1.1	-2.8
> Cc1ccc(SCc2cc(=O)[nH]c(N3CCN(Cc4ccccc4)CC3)n2)cc1
    -1.3	-3.4	-3.7	-1.5	-14.2	-0.2	26.0	5.5	-3.6
> Cc1scc(C(=O)Nn2cnnc2)c1-c1ccccc1
    7.8	12.3	-12.6	0.3	9.6	5.2	3.6	6.7	-5.5
> COc1cc(C2C(C(=O)c3ccc(C)o3)=C(O)C(=O)N2c2cc(C)on2)cc(Br)c1O (configuration not stated)
    7.0	-2.4	0.7	0.1	9.7	4.7	-6.8	-2.8	2.3
> O=C(CCCSc1nc2ccccc2s1)NCc1ccco1
    7.8	4.0	nt	-0.2	12.9	-8.9	10.7	8.2	-10.9
> O=C(CCn1c(=O)[nH]c2ccsc2c1=O)N1CCN(Cc2ccc3c(c2)OCO3)CC1
    -0.2	-16.3	nt	-0.5	38.3	nt	nt	-8.9	nt
> Cc1ccc(C(=O)C(C)OC(=O)C2=COCCO2)cc1C (configuration not stated)
    5.9	14.6	-1.9	0.3	-14.6	-4.0	-5.2	2.2	3.0
> COc1ccc(C(C(=O)NC(C)(C)C)N(Cc2ccco2)C(=O)CCC(=O)Nc2cc(C)on2)cc1 (configuration not stated)
    2.8	-1.7	1.8	-2.4	2.3	13.0	3.0	5.8	-13.5
> O=C(Nc1ccc2[nH]c3c(c2c1)CCCC3)c1ccco1
    2.7	-34.8	2.8	-3.8	-22.6	5.1	21.7	-12.6	-5.4
> Cc1sc2ncnc(SCC(=O)N3CCCC3)c2c1C
    10.3	8.8	-4.5	-3.5	4.5	5.6	7.9	6.9	-9.3
> Cn1nc(C(=O)NC2CCCCC2)c2ccccc2c1=O
    -0.5	-38.4	-0.9	-1.1	7.0	nt	4.1	-22.2	8.7
> CCOC(=O)N1CCc2c(sc(NC(C)=O)c2C(N)=O)C1
    2.1	-0.1	0.1	-1.2	3.5	-4.3	9.8	-2.9	-0.4
> CCc1ccc2[nH]c(=O)c(CN(CCCN3CCOCC3)C(=O)Nc3cccc(Cl)c3)cc2c1
    3.1	-27.7	-4.8	1.2	12.0	12.2	22.3	2.7	-0.1
> O=C(Nc1ccc2nc(-c3ccccc3)oc2c1)c1ccco1
    -4.9	-23.7	2.1	0.4	0.5	8.2	29.5	-7.0	-1.3
> Cc1ccc2cc(CN(C)C(=O)C3CCCO3)c(=O)[nH]c2c1 (configuration not stated)
    5.1	6.9	-3.7	-0.3	-17.1	17.6	-16.0	5.1	1.0
> O=C(c1ccc(CNS(=O)(=O)c2ccccc2)cc1)N1CCN(c2ccccn2)CC1
    11.9	15.7	-4.8	1.6	-18.2	4.9	27.5	6.9	-8.1
> Cc1ccc(S(=O)(=O)N2CCN(C3CCN(Cc4ccccc4)CC3)CC2)cc1
    1.9	-12.5	0.4	-1.6	3.4	17.1	-10.8	7.5	3.7
> Cc1ccc(Cl)cc1N1CCN(C(=O)c2ccc(NS(=O)(=O)c3c(C)noc3C)cc2)CC1
    1.6	-1.2	2.1	-1.6	1.7	4.4	43.6	0.1	-2.8
> COC(=O)c1cc(OC)c(OC)cc1NC(=O)CSc1nnnn1Cc1ccccc1
    1.1	-26.6	-3.4	1.1	3.8	-2.4	?	5.9	-16.4

Bioassay records deposited in PubChem by several laboratories.
